Compound activity as filed in PubChem.
MCF10A rerep – A quantitative high throughput screen for small molecules that induce DNA re-replication in MCF 10a normal breast cells; MCF 10A DNA re-replication, Hoechst nuclear intensity, 48 h; AID 624296, 2012; Potency, µM (top dose mostly 46.1 µM), for the others: at the top dose activity, positive = re-replication, most hits filed as activators; actives 2.9% (n = 350,000); note: potency is the fitted concentration of half-maximal effect; % of control where 0% means no effect; nearly all actives have a fitted effect of over 50% in size
KB-V1 cytotox – qHTS assay for MDR1-selective chemotherapeutics: Primary screen using the drug-selected MDR subline cells KB-V1; actives 3.4% (n = 400,000); Potency, µM (highest dose often 46.1 µM), for inactives: at the top dose activity change, negative = cytotoxicity, hits mostly cytotoxic; KB-V1 MDR cells viability, CellTiter-Glo, 72 h; note: potency is the fitted concentration of half-maximal effect; % is set by controls: 0 for no effect and ±100 for the full control effect; nearly all actives have a fitted effect of over 60% in size
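Compound-treated KB-V1 multidrug-resistant cells, 72 h, 37 degrees C; viability by CellTiter-Glo. Fitted qHTS curves give the values.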
HT1080 IDH1KD tx – qHTS for induction of synthetic lethality in tumor cells producing 2HG: qHTS for the HT-1080-IDH1KD cell line. HT-1080 IDH1 knockdown viability, ATP luminescence, 48 h. actives 2% (n = 360,000). AID 686971, 2013. Potency, µM (top dose mostly 46.1 µM), for the others: at the top dose activity, negative = toxicity, most hits filed as cytotoxic;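 note: potency is the fitted concentration of half-maximal effect; 0% = DMSO wells and -100% = cell-free medium wells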
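Using the IDH1-knockdown HT-1080 line run in the same batch and compound series as the NT line, viability after 48 h at 37 °C was determined by CellTiter-Glo luminescence and expressed as % activity.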
ATXN2 expr inh – Primary qHTS for Inhibitors of ATXN expression; HEK-293 ATXN2-luciferase reporter, luminescence, 24 h; Potency, µM (top dose mostly 57 µM), for the others: at the highest dose activity change, negative = inhibition, usual class: inhibitors; actives 0.72% (n = 360,000); AID 1745845, 2022; note: potency is the fitted concentration of half-maximal effect; % is set by controls: 0 for no effect and ±100 for the full control effect; nearly all actives have a fitted effect of over 55% in size
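ATXN2-luciferase reporter cells (luciferase flanked by upstream and downstream ATXN2 gene portions) were treated 24 h at 37 °C with compounds at up to 57 uM. SteadyGlo luminescence gave expression; GF-AFC fluorescence gave viability.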
SW480 rereplic – A quantitative high throughput screen for small molecules that induce DNA re-replication in SW480 colon adenocarcinoma cells; SW480 DNA re-replication, Hoechst DNA content imaging, 48 h; Potency, µM (series often up to 46.1 µM), inactives show at the top dose re-replication activation, usual class: activators; actives 1.8% (n = 340,000); AID 624297, 2012; note: potency is the fitted concentration of half-maximal effect; % of control where 0% means no effect; nearly all actives have a fitted effect of over 55% in size
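Quantitative HTS format with DMSO vehicle controls; 48 hr drug incubation at 37 C, then 40 min Hoechst staining and scanning imager measurement at 405 nm excitation.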
IL-1B inflam inh – qHTS for Inhibitors of Inflammasome Signaling: IL-1-beta AlphaLISA Primary Screen; THP-1 LPS/ATP IL-1B secretion, AlphaLISA, 16 h; hits give low values; activity change, % at 57.5 µM; actives 4.7% (n = 360,000); in the data active = activity change below about -50%; inconclusive = mostly about -30% to -49%; note: % is set by controls: 0 for no effect and ±100 for the full control effect
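THP-1 cells pretreated 1 hr with compounds (up to 57.5 uM final), then stimulated with LPS (250 ng/mL final) plus ATP (1.25 mM final); secreted IL-1B measured by AlphaLISA after 16 hr, decreased signal indicating inhibition.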
KB-3-1 tox – qHTS assay for MDR1-selective chemotherapeutics: Primary screen using the parental adenocarcinoma cell KB-3-1; actives 1.4% (n = 400,000); KB-3-1 viability, CellTiter-Glo ATP luminescence, 72 h; Potency, µM (titrated, usually from 46.1 µM), for the others: at the top dose activity change, negative = cytotoxic, actives largely listed as cytotoxic; AID 1347075, 2019; note: potency is the fitted concentration of half-maximal effect; % is set by controls: 0 for no effect and ±100 for the full control effect; nearly all actives have a fitted effect of over 60% in size
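Using CellTiter-Glo luminescence, growth of non-resistant KB-3-1 adenocarcinoma cells is assessed 72 h after pin-tool compound addition at 37 °C. Normalized responses across the concentration series yield fitted curves.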
WRN helicase inh – qHTS for Inhibitors of WRN Helicase; Bifunctional 3'-5' exonuclease/ATP-dependent helicase WRN (Homo sapiens), Q14191; WRN helicase unwinding, fluorescent forked duplex, kinetic; Potency, µM (doses to about 114 µM), inactives show at the highest dose activity change, negative = inhibition, actives largely listed as inhibitors; actives 0.46% (n = 360,000); note: potency is the fitted concentration of half-maximal effect; % is set by controls: 0 for no effect and ±100 for the full control effect; nearly all actives have a fitted effect of over 55% in size
Target sequence (Q14191 whole entry, looked up): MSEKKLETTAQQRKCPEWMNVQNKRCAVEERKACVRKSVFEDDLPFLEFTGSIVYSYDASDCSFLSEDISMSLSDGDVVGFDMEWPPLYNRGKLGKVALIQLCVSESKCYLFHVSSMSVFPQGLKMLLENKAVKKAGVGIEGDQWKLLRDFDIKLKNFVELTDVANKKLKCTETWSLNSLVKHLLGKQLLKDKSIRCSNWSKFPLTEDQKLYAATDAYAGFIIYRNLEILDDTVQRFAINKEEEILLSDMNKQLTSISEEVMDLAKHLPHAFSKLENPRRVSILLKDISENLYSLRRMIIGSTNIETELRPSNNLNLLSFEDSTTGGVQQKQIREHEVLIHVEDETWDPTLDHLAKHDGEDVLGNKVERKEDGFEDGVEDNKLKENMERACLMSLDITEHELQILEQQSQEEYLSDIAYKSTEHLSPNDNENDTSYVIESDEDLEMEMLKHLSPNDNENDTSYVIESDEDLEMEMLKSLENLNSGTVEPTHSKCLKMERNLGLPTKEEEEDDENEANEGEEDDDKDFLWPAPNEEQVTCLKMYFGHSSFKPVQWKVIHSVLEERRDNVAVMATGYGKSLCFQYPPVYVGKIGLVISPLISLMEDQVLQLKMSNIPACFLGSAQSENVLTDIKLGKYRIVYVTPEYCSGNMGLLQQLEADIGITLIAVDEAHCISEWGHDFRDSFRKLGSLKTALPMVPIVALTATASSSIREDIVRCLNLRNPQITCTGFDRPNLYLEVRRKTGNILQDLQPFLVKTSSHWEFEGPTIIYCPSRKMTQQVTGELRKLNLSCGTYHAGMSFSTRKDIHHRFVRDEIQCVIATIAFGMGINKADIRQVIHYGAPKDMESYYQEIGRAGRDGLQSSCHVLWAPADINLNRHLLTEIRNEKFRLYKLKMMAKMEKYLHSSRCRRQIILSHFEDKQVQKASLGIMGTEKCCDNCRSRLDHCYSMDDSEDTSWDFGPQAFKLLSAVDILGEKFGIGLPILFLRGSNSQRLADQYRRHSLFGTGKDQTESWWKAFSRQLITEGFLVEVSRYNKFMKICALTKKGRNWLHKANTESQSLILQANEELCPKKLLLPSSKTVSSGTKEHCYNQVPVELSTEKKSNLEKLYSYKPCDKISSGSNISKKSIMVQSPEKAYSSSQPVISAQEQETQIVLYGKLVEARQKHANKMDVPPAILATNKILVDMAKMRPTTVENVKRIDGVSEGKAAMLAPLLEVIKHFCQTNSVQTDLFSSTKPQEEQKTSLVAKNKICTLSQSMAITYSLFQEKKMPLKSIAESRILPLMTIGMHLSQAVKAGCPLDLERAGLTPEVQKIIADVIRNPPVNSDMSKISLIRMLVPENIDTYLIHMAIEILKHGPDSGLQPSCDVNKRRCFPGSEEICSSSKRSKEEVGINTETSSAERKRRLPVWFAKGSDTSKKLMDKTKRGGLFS
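Kinetic red-fluorescence monitoring (525/598 nm) tracks WRN helicase activity after 100 nM fluorophore-quencher forked duplex and 2 mM ATP are added to 20 nM enzyme pretreated 15 min at room temperature with compound.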
HT1080NT lethal – qHTS for induction of synthetic lethality in tumor cells producing 2HG: qHTS for the HT-1080-NT fibrosarcoma cell line. Potency, µM (highest dose often 46.1 µM), inactives show at the highest dose activity, negative = less viability, usual class: cytotoxic. actives 1.6% (n = 360,000). HT-1080-NT fibrosarcoma viability, CellTiter-Glo ATP luminescence, 48 h;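 note: NT is the 2HG producing partner of a matched IDH1 knockdown line; potency is the fitted concentration of half-maximal effect; 0% = DMSO-treated cells and -100% = media-only wells without cells; nearly all actives have a fitted effect of over 55% in size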
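Fibrosarcoma NT cells, 750 per well in 5% FBS RPMI, were exposed to compound for 48 hours. Viability: CellTiter-Glo luminescence.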
The depositor's hits bear a star; ? = inconclusive; / = no result given; & = joins results of further samples; [ ] = remark or other dose. Unless noted, calls come from the whole dose curve; as a rule, active = well fitted curve in the direction sought with a large enough effect; inconclusive = small, poorly fitted or top-dose-only effect, or another doubt; inactive = no such curve, though single readings can be large; an effect the other way counts as inactive or inconclusive.

SMILES	MCF10A rerep	KB-V1 cytotox	HT1080 IDH1KD tx	ATXN2 expr inh	SW480 rereplic	IL-1B inflam inh	KB-3-1 tox	WRN helicase inh	HT1080NT lethal
S=c1[nH]nc(-c2cc(-c3ccsc3)n[nH]2)n1-c1ccccc1	2%	10%	2%	/	0%	75	6%	-3%	-2%
O=C(CCCOc1ccccc1)Nc1nnc(C2CCCO2)s1 (configuration not stated)	7%	-17%	4%	2%	2%	0	25%	-13%	?
CCc1nnc(NS(=O)(=O)c2ccc(NC(=O)/C=C/C(=O)O)cc2)s1	1%	-9%	24%	10%	10%	-13	2%	-13%	18%
CCC(=O)N1c2ccc(C)cc2C2=NNC(=S)NC21O (configuration not stated)	-2%	29%	14%	-8%	-14%	-3	7%	-6%	7%
COc1ccc(CC(=O)Oc2ccc(C)cc2Br)cc1OC	-3%	18%	0%	-14%	2%	-4	5%	-12%	2%
CC(C(=O)NCc1ccco1)n1ccc2cc(S(=O)(=O)N3CCCC3)ccc21 (configuration not stated)	-1%	-2%	-2%	6%	-18%	40	-7%	11%	-6%
COCCNc1nc(Oc2ccccc2)c2sccc2n1	/	-2%	2%	-8%	/	-14	0%	-2%	7%
O=C(Nc1ccncc1)c1ccc(Cl)c(S(=O)(=O)N2CCCCC2)c1	13µM*	?	8.2µM*	?	-20%	-11	?	-8%	?
O=C(Nc1cccc(-c2cscn2)c1)C1CCN(Cc2ccccn2)CC1	-1%	-24%	0%	/	0%	0	1%	-5%	-3%
COc1ccc(N2CCN(c3nc4c(c(=O)n(C)c(=O)n4C)n3CCCc3ccccc3)CC2)cc1	-7%	0%	14%	6%	1%	32	0%	-9%	20%
CCN(CC)S(=O)(=O)c1cccc(-c2nc3n(n2)Cc2ccccc2-3)c1	27%	5%	6%	5%	15%	-17	-7%	3%	4%
Cc1ccc(CN2CCC(=O)N2)cc1	-13%	1%	-11%	/	-5%	0	3%	-3%	-23%
COc1ccc(C(C(=O)NC2CCCC2)N(CCO)C(=O)Cn2nnc(-c3ccc(C)o3)n2)cc1 (configuration not stated)	-9%	-2%	6%	1%	2%	12	14%	5%	1%
O=C1NC(=O)c2cc(NC(=O)c3cccc4ccccc34)ccc21	7%	-13%	-7%	-18%	-4%	-7	4%	-11%	-14%
COC(=O)c1nc(N)sc1C(C)C	-4%	1%	16%	4%	-1%	7	-2%	-1%	3%
CC(C)C1Nc2ccc(C(=O)NCc3ccco3)cc2NC1=O (configuration not stated)	-2%	16%	-15%	3%	23%	12	18%	-8%	-3%
O=c1c2ccccc2nc(SCc2ccc([N+](=O)[O-])cc2)n1-c1ccccc1	1%	-17%	-1%	-18%	-5%	-16	-21%	-7%	-4%[9.24 µM]
COc1ccc(-c2nc(CNS(=O)(=O)c3ccc(OC)c(OC)c3)cs2)cc1	15%	24%	7%	6%	2%	3	0%	-6%	10%
CC(C)(C)c1ccc(COC(=O)CNC(=O)CNC(=O)Cc2ccccc2)cc1	-10%	18%	?	-2%	-10%	19	-4%	-2%	25%
Cc1nn(C)cc1CNC(=O)c1ccc(F)cc1	-64%[inhibitor]	-4%	11%	3%	?	4	5%	9%	11%
O=C(Cn1cnc2ccccc21)Nc1ccccc1-c1ccccc1	10%	?	-1%	0%	-1%	4	-10%	-6%	-4%
FC(F)(F)c1nnc2c(Sc3ccc(Cl)cc3)nc3ccccc3n12	472%[0.0737 µM]	?	8%	?	?	-52*	3.7µM*	7%	?
CC1C(=O)N(Cc2cn(CCC3OCCO3)nn2)CCS(=O)(=O)N1Cc1ccc(-c2cccc(CO)c2)cc1 (configuration not stated)	/	10%	2%	-3%	/	1	-11%	-3%	4%
O=c1cc(-c2ccccc2)oc2ccccc12	?	-28%	1%	33%[activator]	-53%[inhibitor]	10	-2%	-2%	4%
CCC(C(=O)NCc1ccccc1OC)c1ccccc1 (configuration not stated)	-19%	?	0%	-5%	9%	3	4%	-3%	3%
C/C(=N/NC(=O)c1ccccc1)C(=O)O	2%	1%	12%	1%	0%	9	0%	1%	8%
COC(=O)c1ccc(C(=O)OC)c(NC(=S)N2CCC(C)CC2)c1	-62%[inhibitor]	16µM*	8%	1%	?	0	-10%	-4%	8%
CC(=O)Nc1ccc(S(=O)(=O)NCC2CCC(C(=O)NCc3ccccc3)CC2)cc1 (configuration not stated)	2%	?	-2%	10%	-43%[inhibitor]	-1	0%&0%	-5%	1%
COCCCN(Cc1ccco1)C(=O)Cn1ncc2c(=O)oc3ccc(C)cc3c21	0%	-1%	5%	-3%	-4%	9	-5%	3%	-2%
O=c1[nH]c(N2CCOCC2)nc2c1CCCC2	-2%	?	13%	5%	-11%	21	6%	9%	9%

Next part, starting with the last 3 of the part before.
SMILES	MCF10A rerep	KB-V1 cytotox	HT1080 IDH1KD tx	ATXN2 expr inh	SW480 rereplic	IL-1B inflam inh	KB-3-1 tox	WRN helicase inh	HT1080NT lethal
CC(=O)Nc1ccc(S(=O)(=O)NCC2CCC(C(=O)NCc3ccccc3)CC2)cc1 (configuration not stated)	2%	?	-2%	10%	-43%[inhibitor]	-1	0%&0%	-5%	1%
COCCCN(Cc1ccco1)C(=O)Cn1ncc2c(=O)oc3ccc(C)cc3c21	0%	-1%	5%	-3%	-4%	9	-5%	3%	-2%
O=c1[nH]c(N2CCOCC2)nc2c1CCCC2	-2%	?	13%	5%	-11%	21	6%	9%	9%
COc1ccc(CCn2ccc(O)c(Cc3ccc(Cl)cc3Cl)c2=O)cc1OC	-35%[inhibitor]	?	-2%	10%	-105%[inhibitor]	?	-5%	-17%	1%
Cc1ccc(C(=O)NCc2ccco2)cc1S(=O)(=O)N1CCCC1	-1%	/	-5%	-6%	-2%	-10	/	-32%	12%
O=C(NCc1ccccc1Cl)c1ccc(CSc2nc3ccncc3[nH]2)cc1	13%	29%	-17%	0%	-4%	-76*	-1%	19%	-4%
Cc1cccc(C)c1Nc1nnc(SCC(=O)c2ccc(Br)s2)s1	7%	0%	-10%	-8%	1%	0	-12%	-12%	-7%
COc1ccc(CNC(=O)c2cncc(Br)c2)cc1	6%	20%	-1%	2%	6%	-10	5%	7%	12%
CSc1nnc2c3cc(F)ccc3n(C)c2n1	-9%	?	-3%	/	-14%	6	-3%	-4%	1%
COc1ccc(C(=O)Nc2ccc(S(=O)(=O)NC(C)C)cc2)cc1	21%	?	-26%	-4%	-1%	24	6%	0%	-4%
O=C1Nc2ccc(Br)cc2C1Cc1ccccc1F (configuration not stated)	0%	19%	-2%	-11%	-3%	19	1%	-1%	2%
CSC(=S)N(C)C1CCS(=O)(=O)C1 (configuration not stated)	1%	2%	-1%	3%	-64%[inhibitor]	17	2%	3%	6%
CCOC(=O)c1c(C=O)c(C)n(Cc2ccc(C)cc2)c1C	?	?	?	-20%	?	-6	?	-4%	-22%
Cc1ccc(-c2cc(C(=O)NCCCN3CCOCC3)no2)cc1	0%	?	-7%	?	2%	-11	8%	2%	7%
COc1ccc(NC(=O)[C@H](COCc2ccccc2)NC(=O)OC(C)(C)C)cc1	5%	5.2µM*	-2%	1%	10%	2	2%	-2%	2%
CC(=O)Nc1cccc(C(=O)/C=C/c2ccc(C)cc2)c1	21µM*	0%	?	-5%	?	-102*	?	-29%	-5%
O=C(Nc1ccccc1)c1cc(S(=O)(=O)N2CCCCC2)ccc1N1CCOCC1	-1%	0%	-1%	/	-1%	-29	-1%	-3%	1%
CCOc1ccccc1NC(=O)CSc1nnc(-c2cccnc2)o1	6%	0%	18%	-4%	-69%[inhibitor]	12	17%	-23%	0%
CCOCC(=O)Nc1ccc(S(=O)(=O)N2CCC(c3nc4ccccc4[nH]3)CC2)cc1	1%	0%	-1%	-2%	-1%	-9	0%	8%	-5%
O=C(Cn1cnc([N+](=O)[O-])c1)Nc1cc(Oc2ccc(Cl)cc2Cl)cc([N+](=O)[O-])c1	?	0%	?	?	?	-58*	?	-15%	21µM*
Cc1ccn(CC(=O)N2CCCC(N3CCN(c4ccc(F)cc4)CC3)C2)n1 (configuration not stated)	-11%	-5%	10%	-25%	7%	0	-1%	19%	-1%
Cc1ccc(C(=O)Nc2ccccc2C(=O)NCc2ccccc2)cc1	6%	4.6µM*	3%	9%	11%	-6	4%	0%	0%
COc1ccc(N(C(=O)c2cccnc2)S(=O)(=O)c2cc(OC)ccc2OC)cc1	5%	/	8%	3%	0%	-12	/	-6%	11%
N=C1/C(=C\c2ccc(Br)o2)C(=O)N=C2SC(CC(=O)N3CCOCC3)=NN12	-1%	7%	13%	-3%	0%	0	1%	35µM*	1%
Cc1nn(C)c(C)c1NS(=O)(=O)c1ccc(Cl)cc1	9%	?	4%	3%	-3%	13	-23%	-1%	6%
COCC(=O)Nc1c(C(=O)Nc2ccccc2OC)oc2ccccc12	19%	-11%	-22%	7%	-11%	-1	24%	-1%	16%

In a second layout: entries from further up.
| SMILES | MCF10A rerep | KB-V1 cytotox | HT1080 IDH1KD tx | ATXN2 expr inh | SW480 rereplic | IL-1B inflam inh | KB-3-1 tox | WRN helicase inh | HT1080NT lethal |
| --- | --- | --- | --- | --- | --- | --- | --- | --- | --- |
| CCOCC(=O)Nc1ccc(S(=O)(=O)N2CCC(c3nc4ccccc4[nH]3)CC2)cc1 | 1% | 0% | -1% | -2% | -1% | -9 | 0% | 8% | -5% |
| COCCCN(Cc1ccco1)C(=O)Cn1ncc2c(=O)oc3ccc(C)cc3c21 | 0% | -1% | 5% | -3% | -4% | 9 | -5% | 3% | -2% |
